# PI5P4K alpha inh: qHTS for Inhibitors of phosphatidylinositol 5-phosphate 4-kinase (PI5P4K) | PI5P4Kalpha enzyme, ADP-Glo luminescence, 60 min; active compounds read low | AID 652105, 2013 | max response, % | actives 1.2% (n = 330,000) | Phosphatidylinositol 5-phosphate 4-kinase type-2 alpha (Homo sapiens), P48426; active = max response of -50% or lower; inconclusive = between -30% and -50%; inactive = -30% or higher; note: value at the top dose of about 77 µM; % is set by controls: 0 for no effect and ±100 for the full control effect
# Target sequence (P48426 whole entry, looked up): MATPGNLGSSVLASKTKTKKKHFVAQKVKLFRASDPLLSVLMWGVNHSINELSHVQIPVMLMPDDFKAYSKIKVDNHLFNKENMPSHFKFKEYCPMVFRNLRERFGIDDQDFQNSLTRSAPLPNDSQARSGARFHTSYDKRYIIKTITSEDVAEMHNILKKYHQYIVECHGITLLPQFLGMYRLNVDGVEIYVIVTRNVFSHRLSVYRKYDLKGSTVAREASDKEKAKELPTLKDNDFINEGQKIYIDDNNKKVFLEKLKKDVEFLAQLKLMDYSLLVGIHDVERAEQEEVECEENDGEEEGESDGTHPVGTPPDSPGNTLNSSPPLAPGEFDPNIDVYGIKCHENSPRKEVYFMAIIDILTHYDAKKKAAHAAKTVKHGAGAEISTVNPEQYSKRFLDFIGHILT
#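 Single end-point luminescence (ADP-Glo) quantified ADP from PI5P4Kalpha turnover; ATP 5 microM final, 1 h at RT, 0.1% CHAPS and 0.28 mM EGTA in HEPES pH 7.4.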
# EPAC1 antag: qHTS for Antagonist of cAMP-regulated guanine nucleotide exchange factor 3 (EPAC1): primary screen; Rap guanine nucleotide exchange factor 3 (Homo sapiens), O95398; EPAC1 GEF assay, Rap1b-BODIPY-GDP exchange fluorescence; Potency, µM (top dose mostly 115 µM), for the others: at the highest dose activity change, negative = inhibition, usual class: inhibitors; actives 0.14% (n = 360,000);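 note: potency is the fitted concentration of half-maximal effect; plate controls were vehicle for no effect and positive control for full effect; nearly all actives have a fitted effect of over 50% in size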
# CCT modulator: High-Throughput Screening for Modulators of Cytosolic Chaperonin Activity; actives 0.3% (n = 360,000); activity change, % (test concentration not listed), hits read low; purified chaperonin ATPase assay, HTRF ADP detection, 30 min; AID 651819, 2012; in the data active = activity change below about -30%; note: % is set by controls: 0 for no effect and ±100 for the full control effect
#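 TRiC at 40 or 20 nM final (batch-dependent) in 30 mM Tris pH 7.4, 100 mM KCl, 5 mM MgCl2, 1 mM DTT, with compound at single 76 uM and 10 uM ATP, 30 min at 37 deg C. ADP detected by HTRF Transcreener, 665/615 ratio.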
# EPAC2 antagonist: qHTS for Antagonist of cAMP-regulated guanine nucleotide exchange factor 2 (EPAC2): primary screen | EPAC2 GEF exchange of Rap1B-BODIPY-GDP, fluorescence | actives 0.18% (n = 360,000) | Rap guanine nucleotide exchange factor 4 (Homo sapiens), Q8WZA2 | Potency, µM (titrated, usually from 114 µM), without a hit: at the top dose activity, negative = inhibition, hits mostly inhibitors | AID 720708, 2013; note: potency is the fitted concentration of half-maximal effect; % is set by controls: 0 for no effect and ±100 for the full control effect; nearly all actives have a fitted effect of over 45% in size; many of its hits are not listed in these tables
# PLK1 PBD inh: qHTS for Inhibitors of PLK1-PDB (polo-like kinase 1 - polo-box domain): Primary Screen. Plk1 PBD binding of FITC phosphopeptide, fluorescence polarization. actives 2.8% (n = 360,000). Serine/threonine-protein kinase PLK1 (Homo sapiens), P53350. Potency, µM, inactives show max response, negative = inhibition, usual class: inhibitors; note: potency is the fitted concentration of half-maximal effect; series mostly up to about 57 µM; % is set by controls: 0 for no effect and ±100 for the full control effect; nearly all actives have a fitted effect of over 65% in size
# Target sequence (P53350 whole entry, looked up, the tested form may be a part): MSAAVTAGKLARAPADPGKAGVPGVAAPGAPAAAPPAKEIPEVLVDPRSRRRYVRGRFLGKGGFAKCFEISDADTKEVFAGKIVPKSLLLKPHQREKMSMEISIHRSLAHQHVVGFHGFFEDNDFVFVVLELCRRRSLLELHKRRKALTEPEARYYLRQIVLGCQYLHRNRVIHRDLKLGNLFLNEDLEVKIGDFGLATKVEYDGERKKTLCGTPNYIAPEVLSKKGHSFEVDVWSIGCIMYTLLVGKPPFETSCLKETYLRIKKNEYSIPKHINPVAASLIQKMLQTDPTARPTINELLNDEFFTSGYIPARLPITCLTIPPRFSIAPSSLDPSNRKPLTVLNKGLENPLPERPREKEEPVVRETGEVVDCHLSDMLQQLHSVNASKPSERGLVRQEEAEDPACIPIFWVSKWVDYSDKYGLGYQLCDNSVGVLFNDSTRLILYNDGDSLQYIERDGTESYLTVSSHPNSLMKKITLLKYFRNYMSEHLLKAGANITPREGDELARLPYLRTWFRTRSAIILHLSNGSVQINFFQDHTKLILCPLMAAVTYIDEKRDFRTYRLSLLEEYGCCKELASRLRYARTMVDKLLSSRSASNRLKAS
# MmCpn inh: Inhibitors of TCP-1 ring complex (TRiC) of Methanococcus maripaludis (MmCpn): qHTS. Potency, µM (top dose mostly 76.9 µM), for inactives: at the top dose activity, negative = inhibition, actives largely listed as inhibitors. purified Mm-Cpn ATPase, ADP Transcreener TR-FRET. actives 0.031% (n = 330,000). Chaperonin Mm-Cpn (Methanococcus maripaludis); note: potency is the fitted concentration of half-maximal effect; % is set by controls: 0 for no effect and ±100 for the full control effect; nearly all actives have a fitted effect of over 80% in size
#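 Quantitative HTS used 25 nM Mm-CPN and 10 uM ATP in magnesium/KCl Tris buffer, pH 7.4, with 1 mM DTT. Hydrolysis ran 30 min at 37°C; ADP was read by HTRF.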
# EPAC1 agonist: qHTS for Agonist of cAMP-regulated guanine nucleotide exchange factor 3 (EPAC1): primary screen; Potency, µM (doses to about 154 µM), inactives show top-dose activation, actives largely listed as activators; EPAC1 agonist qHTS, biochemical assay; response scale: 100% = response to 6.5 mM cAMP; Rap guanine nucleotide exchange factor 3 (Homo sapiens), O95398; AID 720707, 2013; actives 0.073% (n = 360,000); note: potency is the fitted concentration of half-maximal effect; nearly all actives have a fitted effect of over 60% in size
#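 EPAC1 100 nM, Rap1B–BODIPY-GDP 250 nM, unlabeled GDP 50 uM; compound titration; 5 min RT; kinetic read ex480/em540 at 5-min intervals ×30 min; data normalized to 6.5 mM cAMP agonist control.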
# WRN inhibitor: qHTS for Inhibitors of WRN Helicase; actives 0.46% (n = 360,000); WRN helicase unwinding, fluorescent forked duplex, kinetic; Bifunctional 3'-5' exonuclease/ATP-dependent helicase WRN (Homo sapiens), Q14191; Potency, µM (series often up to 114 µM), for inactives: at the highest dose activity change, negative = inhibition, usual class: inhibitors; note: potency is the fitted concentration of half-maximal effect; % is set by controls: 0 for no effect and ±100 for the full control effect; nearly all actives have a fitted effect of over 55% in size
#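 WRN at 20 nM final was preincubated with compound for 15 min at room temperature; reaction started with 100 nM forked duplex oligonucleotide carrying fluorophore and quencher plus 2 mM ATP (final). Unwinding followed kinetically by red fluorescence (ex 525/em 598 nm).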
# * = called active by the depositor; ? = inconclusive; . = no result given; [ ] = another dose, or the depositor's remark. Unless noted, calls come from the whole dose curve; as a rule, active = well fitted curve in the direction sought with a large enough effect; inconclusive = small, poorly fitted or top-dose-only effect, or another doubt; inactive = no such curve, though single readings can be large; an effect the other way counts as inactive or inconclusive.
SMILES,PI5P4K alpha inh,EPAC1 antag,CCT modulator,EPAC2 antagonist,PLK1 PBD inh,MmCpn inh,EPAC1 agonist,WRN inhibitor
NC(=S)NN=C1c2cc(S(=O)(=O)N3CCOCC3)ccc2-c2ccc(S(=O)(=O)N3CCOCC3)cc21,4,4%,-2.5,-2%,-7%,0%,5%,-9%
O=C1c2ccccc2NC(c2ccc(O)cc2)N1/N=C/c1ccc(O)cc1 (stereo not given),-15,-1%,-3.7,0%,-3%,2%,6%,-22%
COC(=O)c1ccc(OCC(=O)c2ccc(O)cc2O)cc1,0,8%,1.1,16%[57.1 µM],-7%,0%,-6%,3%
O=C(CCSc1ccccc1)Nc1ccc(S(=O)(=O)N2CCOCC2)cc1,0,2%,0.4,7%,-13%,-1%,6%,-6%
CCn1nc(NC(=O)c2ccncc2)c2cc3ccccc3nc21,0,-1%,-3.7,-1%,-7%,1%,1%,-1%
CCCCc1cc(=O)oc2c(CN(C)C)c(O)ccc12,9,1%,1.2,-2%,-4%,-20%,4%,-7%
C[C@H]1CN([C@@H](C)CO)C(=O)CCCn2nncc2CO[C@H]1CN(C)S(=O)(=O)c1ccc(Oc2ccccc2)nc1,2,17%,1.7,-5%,-4%,.,-1%,2%
COc1cc(OC)cc(C(=O)N2CCCc3ccccc32)c1,.,8%,-3.3,1%,1%,0%,-4%,2%[57.1 µM]
O=C1c2cccc3cccc(c23)C(=O)N1OS(=O)(=O)c1ccccc1,0,-6%,1.7,-11%,-5%,1%,4%,5%[11.6 µM]
CCN(CC)S(=O)(=O)c1ccc(N2CCOCC2)c(NC(=O)c2ccc3c(c2)OCCO3)c1,-1,9%,-1.5,0%,3%,-1%,5%,10%
COc1ccc(C2/C=C\CN(S(=O)(=O)c3ccc(C)cc3)CC(=O)N2Cc2cccc(F)c2)cc1 (stereo not given),-1,-14%,0.1,-14%,-14%,-1%,-1%,-11%
O=C(NC1CCCCC1)c1c(O)nc2sccn2c1=O,7,10%,0.6,-5%,-8%,-3%,9%,-7%
O=C1N[C@H](Cc2ccccc2)COC(=O)[C@H](Cc2ccc(F)cc2)CC/C=C/C[C@@H]1CC(=O)N(CCO)Cc1ccccc1,0,-15%,1.9,-20%,-1%,5%,-16%,-4%
c1ccc2oc(NC3=NCN(C4CCCCC4)CN3)nc2c1,-2,0%,0.4,-9%,-7%,-3%,7%,-7%
COC(=O)c1cc(C(=O)OC)cc(N2C(=O)CN=C2Nc2nc(C)cc(C)n2)c1,2,-8%,-1.9,-7%[57.1 µM],-10%,-1%,0%,-8%
COc1ccc(-c2nc(CN3CCN(Cc4ccccc4)CC3)c(C)o2)cc1,-1,-21%,1.5,-10%,-1%,1%,17%,-6%
O=C(O)CSc1nnc(Nc2ccccc2)n1-c1ccccc1,-6,-20%,0.2,6%,-9%,4%,-4%,-2%
O=C(NCCN1C(=O)S/C(=C\c2ccc(OC(F)F)cc2)C1=O)C1=COCCO1,0,-8%,-3.7,12%,-10%,0%,-3%,-9%
CCOC(=O)C1CCCN(S(=O)(=O)c2ccc(OC)c3ccccc23)C1 (stereo not given),6,-13%,-0.8,-4%,-6%,0%,9%,-8%
CCCC(=O)Nc1ccc(C(=O)O)cc1NC(=O)CCC,1,-11%,-2.0,0%,-8%,-2%,0%,2%
O=C1C(Nc2ccccc2)=C(N2CCCCC2)C(=O)c2ccccc21,10,17%,2.7,10%,?,3%,7%,-18%
CCCCOCCCNC(=O)c1ccc2c(c1)OCO2,.,10%,-1.0,5%,-1%,0%,-6%,-1%
Cc1ccc(-n2ncc3c(NCc4ccc5c(c4)OCO5)ncnc32)c(C)c1,.,-1%,-2.0,0%,1%,5%,23%,-14%
CCOc1cccc2sc(N(CCCN(C)C)C(=O)c3ccc(S(=O)(=O)N(C)CC4CCCO4)cc3)nc12 (stereo not given),2,1%,-2.7,10%,-6%,-3%,-20%,-10%
O=C(c1ccccc1)C1Oc2ccccc2C2CC(c3cccs3)=NN12 (stereo not given),-6,3%,-2.5,0%,-1%,?,26%,-2%
O=C(CN(C(=O)c1csnn1)c1cccc(Cl)c1)NC1CCCCC1,-4,-5%,-1.7,-3%,?,-1%,-2%,6%
CCOc1ccccc1OCC(=O)NN=C1CCCC(=O)C1,0,-13%,-2.8,-6%,-8%,-1%,5%,-21%
O=c1ccc(-c2ccc(S(=O)(=O)NCC3CCN(Cc4cccc(F)c4)CC3)s2)n[nH]1,1,8%,1.2,-1%,-13%,-7%,8%,-1%
CCOC(=O)CC(NC(=O)c1cc2cccc(OC)c2oc1=O)c1ccc(OC)cc1 (stereo not given),1,-3%,0.4,-2%,-7%,-3%,8%,-4%
O=C(Cn1cnc(Cl)c1Cl)c1ccccc1,1,-22%,-6.9,-9%,-16%,1%,12%,12%
COc1cc(NC(=O)C/C(C)=N/NC(=O)C(=O)NCCO)c(OC)cc1Cl,9,?,1.8,2%,27µM*,-4%,0%,-33%
Cc1cccc(NS(=O)(=O)c2ccc(C)c(C(=O)N3CCN(C(=O)c4ccco4)CC3)c2)c1,0,-6%,0.8,-2%,-5%,.,-8%,-18%
Cc1ccccc1-c1nc(CS(=O)(=O)CC(=O)N2CCCCC2)c(C)o1,-3,-17%,0.5,7%,-4%,-1%,-9%,15%
CCOc1ccccc1NC(=O)c1ccc2c(c1)C(=O)N(CC(C)C)C2=O,-3,4%,-0.2,10%,-19%,0%,1%,-25%
CN(C)CCC(C(=O)c1ccccc1)c1ccncc1 (stereo not given),0,-10%,1.4,6%,3%,.,0%,-3%
Cc1ccc(C2=[N+]([O-])C3(CCCCC/C3=N\O)N(O)C2(C)C)o1 (stereo not given),-10,-3%,-0.1,-1%,-11%,1%,6%,-27%[57.1 µM]
COc1cc(CNC2CCCC2)cc(OC)c1OC,.,-17%,-1.5,0%,-4%,-1%,5%,-11%
COC(=O)C(N)Cc1ccc(O)cc1 (stereo not given),.,16%,0.3,9%,3%,-1%,-1%,-13%
Cn1cc(CN2CCCC(C(=O)c3ccc(-c4ccccc4)c(F)c3)C2)cn1 (stereo not given),21,1%,-1.7,-25%,-1%,-3%,-2%,1%
CCCn1c(SCc2cc(=O)[nH]c3ccccc23)nc2c1c(=O)n(C)c(=O)n2C,1,0%,-0.8,0%,-7%,1%,7%,1%
Cc1ccc(Nc2c3c(nc4ncnn24)CC(C)CC3)cc1 (stereo not given),-2,6%,1.8,4%,-1%,-1%,-3%,-1%
COc1cccc(NC(C)C(=O)N2CC(C)OC(C)C2)c1 (stereo not given),-6,0%,-2.0,6%,-4%,-2%,3%,1%
CCCCOc1ccccc1P(=O)(O)CP(=O)(c1ccccc1)c1ccccc1,-9,-6%,-0.7,0%,-1%,-3%,4%,-14%
COc1cc(CC2C(=O)Nc3ccccc32)cc(C)c1O (stereo not given),-4,4%,-0.2,3%,-17%,1%,12%,5%
COc1ccc(-c2noc(CCC(=O)NCCCN3CCN(c4ccc(F)cc4)CC3)n2)cc1,0,-3%,-1.6,-6%,-9%,-1%,13%,-2%
O=C(Nc1ccc(F)cc1)NC1CCCc2ccccc21 (stereo not given),2,5%,-3.9,-10%,-13%,0%,-1%,10%
O=C(CCNC(=O)c1ccccc1Cl)NCc1cccnc1,-6,-8%,-1.4,0%,-9%,2%,-36%[inhibitor],-11%
CCCS(=O)(=O)c1nc(S(=O)(=O)c2ccc(C)cc2)c(N2CCOCC2)s1,-6,2%,-4.0,4%,1%,-2%,-2%,-3%
Cc1nn(CC(=O)c2ccccc2)c(=O)c2nn(-c3ccccc3F)c(C)c12,3,-40%,-3.6,-2%,-15%,1%,17%,-6%
O=C(CN1C(=O)NC2(CCCCC2)C1=O)Nc1nc2c(F)cc(F)cc2s1,-50*,-4%,-4.9,9%,-18%,-3%,?,-18%
Cc1cc2cc(C)c3nnc(SCC(=O)NCc4ccc5c(c4)OCO5)n3c2cc1C,0,1%,0.7,5%,1%,-1%,-6%,-6%
C[C@H](NC(=O)c1nc[nH]c1C(=O)N1CCN(C(=O)OC(C)(C)C)CC1)c1ccccc1,2,10%,-0.2,2%,1%,-2%,-1%,16%
Cc1oc2cc3oc(=O)c(CCC(=O)N(C)CC(=O)O)c(C)c3cc2c1C,18,-23%,-2.5,-3%,-5%,-5%,-6%,-1%
COc1cccc(NS(=O)(=O)c2ccc3c(c2)n(C)c(=O)c(=O)n3C)c1,.,-4%,-0.7,4%,-4%,-10%,8%,-7%
Cn1ccnc1SCC(=O)Nc1cccc(C#N)c1,-1,10%,0.2,-4%,4%,1%,3%,-2%
Cc1cc(N=Nc2ccc(Cl)cc2)cc(CN2CCCC2)c1O,10,-7%,-24,-8%,-2%,2%,8%,6%
O=C(c1ccc(CSc2ccccc2)cc1)N1CCN(c2ccccc2)CC1,5,-1%,2.6,-1%,5%,1%,-5%,-7%
CCCC(=O)Nc1ccc2oc(-c3cncc(Br)c3)nc2c1,1,-8%,-5.5,0%,1%,0%,-1%,-8%
Cc1nc2ccc(S(=O)(=O)NCC(=O)N3CCc4ccccc4C3)cc2s1,1,0%,-1.8,-3%,-9%,0%,5%,1%
CCN(c1ccccc1)S(=O)(=O)c1ccc(C(=O)Nc2ccncc2)cc1,1,-15%,-1.0,-7%,-13%,0%,?,-15%

# Some of these compounds in order of the WRN inhibitor value, descending:
structure	PI5P4K alpha inh	EPAC1 antag	CCT modulator	EPAC2 antagonist	PLK1 PBD inh	MmCpn inh	WRN inhibitor
Cc1nc2ccc(S(=O)(=O)NCC(=O)N3CCc4ccccc4C3)cc2s1	1	0%	-1.8	-3%	-9%	0%	1%
Cc1cc2cc(C)c3nnc(SCC(=O)NCc4ccc5c(c4)OCO5)n3c2cc1C	0	1%	0.7	5%	1%	-1%	-6%
COc1cccc(NS(=O)(=O)c2ccc3c(c2)n(C)c(=O)c(=O)n3C)c1	.	-4%	-0.7	4%	-4%	-10%	-7%

# Screening data from PubChem BioAssay.

# These rows are one share of the data (hit frequency here may not be typical).
